Assay outcomes deposited in PubChem by National Center for Advancing Translational Sciences (NCATS).
APE1 inh: APE1 (human) endonuclease inhibition; P27695; recombinant APE1, TAMRA/BHQ-2 abasic DNA cleavage fluorescence; Potency, µM (highest dose often 65.8 µM), without a hit: at the highest dose activity change, negative = inhibition, hits mostly inhibitors; 350,000 tested, 0.35% active;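 also: plate controls were vehicle for no effect and reference inhibitor for full effect; nearly all actives have a fitted effect of over 55% in size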
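Compound pre-exposure to 0.75 nM APE1, 15 min at ambient temperature. Reaction initiated with 50 nM TAMRA/BHQ-2 THF substrate, read immediately in kinetic mode, 525 nm excitation, 598 nm emission.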
JMJD2A Tudor: inhibitors of human JMJD2A Tudor domain. O75164. AlphaScreen JMJD2A-Tudor / H3K4me3 peptide binding. Potency, µM (series often up to 114 µM), inactives show at the highest dose activity change, negative = inhibition, actives largely listed as inhibitors. 390,000 tested, 4.4% active; also: % is scaled to controls: 0 for no effect and ±100 for the full control effect; nearly all actives have a fitted effect of over 50% in size
POLI inh: DNA polymerase iota (human) inhibition | Potency, µM (titrated, usually from 115 µM), inactives show at the highest dose activity, negative = inhibition, most hits filed as inhibitors | 390,000 tested, 1% active | Pol iota fluorescent replication assay, 10 min | Q9UNA4 | AID 588590
Target sequence (Q9UNA4 whole entry, looked up): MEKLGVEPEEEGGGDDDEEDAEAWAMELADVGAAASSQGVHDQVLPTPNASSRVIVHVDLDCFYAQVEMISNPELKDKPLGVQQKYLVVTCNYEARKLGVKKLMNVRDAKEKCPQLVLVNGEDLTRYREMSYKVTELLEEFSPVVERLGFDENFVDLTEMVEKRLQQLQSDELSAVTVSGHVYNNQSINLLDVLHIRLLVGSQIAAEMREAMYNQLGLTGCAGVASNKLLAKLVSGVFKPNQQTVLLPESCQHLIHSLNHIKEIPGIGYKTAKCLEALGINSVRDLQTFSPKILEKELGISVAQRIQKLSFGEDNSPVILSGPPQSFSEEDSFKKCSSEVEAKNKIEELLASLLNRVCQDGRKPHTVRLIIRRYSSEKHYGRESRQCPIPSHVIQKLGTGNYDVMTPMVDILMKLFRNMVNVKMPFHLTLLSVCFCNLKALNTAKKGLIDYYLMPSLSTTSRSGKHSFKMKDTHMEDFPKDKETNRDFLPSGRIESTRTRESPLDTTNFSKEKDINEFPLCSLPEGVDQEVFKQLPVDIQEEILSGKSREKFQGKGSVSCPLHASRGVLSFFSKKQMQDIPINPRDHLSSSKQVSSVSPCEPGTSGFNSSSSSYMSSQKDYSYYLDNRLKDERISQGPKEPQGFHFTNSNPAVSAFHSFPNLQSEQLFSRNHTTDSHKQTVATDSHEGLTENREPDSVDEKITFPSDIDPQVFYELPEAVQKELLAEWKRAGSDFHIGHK
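Fluorescent replication assay read twice, at 0 min and 10 min after adding 50 nM (final) substrate. Enzyme (10 nM) and compounds were first incubated 15 min at room temperature; enzyme-free buffer wells were negative controls.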
G9a block: G9a (human) methyltransferase inhibition; Q96KQ7; G9a H3K9 monomethylation, AlphaScreen, 2 h; Potency, µM (series often up to 102 µM), without a hit: at the top dose activity, negative = inhibition, most hits filed as inhibitors; 350,000 tested, 8.8% active; AID 504332; also: % is scaled to controls: 0 for no effect and ±100 for the full control effect; nearly all actives have a fitted effect of over 75% in size
Target sequence (Q96KQ7 913-1193 limits assumed): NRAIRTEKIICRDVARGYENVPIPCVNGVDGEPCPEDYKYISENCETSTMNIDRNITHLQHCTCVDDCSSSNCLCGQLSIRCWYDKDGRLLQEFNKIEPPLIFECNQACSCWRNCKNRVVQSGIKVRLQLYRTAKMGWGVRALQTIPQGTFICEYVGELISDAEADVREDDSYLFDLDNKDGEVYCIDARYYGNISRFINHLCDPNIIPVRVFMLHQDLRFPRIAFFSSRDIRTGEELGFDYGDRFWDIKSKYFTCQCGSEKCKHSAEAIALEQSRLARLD
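G9a (20 nM) preincubated 15 min RT with compounds, then 500 nM biotinylated H3K9 peptide and 20 uM SAM added; 2 h RT reaction. Monomethyl-H3K9 product detected by AlphaScreen with anti-H3K9me1 antibody, streptavidin donor and anti-rabbit IgG acceptor beads.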
POLB inh: blocks human DNA polymerase beta activity; P06746; Pol beta primer extension/strand displacement, fluorescence kinetic; Potency, µM (series often up to 114 µM), for inactives: at the highest dose activity change, negative = inhibition, hits mostly inhibitors; 340,000 tested, 1.3% active; AID 485314; also: % is scaled to controls: 0 for no effect and ±100 for the full control effect
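Homogeneous kinetic assay of primer extension and strand displacement by 10 nM Pol beta, preincubated 15 min at room temperature with compound before 50 nM substrate (final) was added. Read at 0 and 10 min; four-parameter Hill fit.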
BLM helicase inh: Bloom syndrome helicase (human) inhibition; AID 2528; Potency, µM (titrated, usually from 56.1 µM), without a hit: top-dose activity change, negative = inhibition, usual class: inhibitors; recombinant BLM DNA unwinding, fluorescence dequenching; P54132; 350,000 tested, 0.2% active;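 also: plate controls were vehicle for no effect and no enzyme for full effect; nearly all actives have a fitted effect of over 35% in size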
POLH inh: inhibitors of human DNA polymerase eta; recombinant Pol eta, fluorescent DNA replication assay; Potency, µM (doses to about 114 µM), for the others: top-dose activity change, negative = inhibition, most hits filed as inhibitors; 390,000 tested, 1.2% active; AID 588591; also: % is scaled to controls: 0 for no effect and ±100 for the full control effect
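Pol eta (10 nM) was preincubated with compounds for 15 min at room temperature, after which fluorescent replication substrate (50 nM final) was added to start the reaction. Fluorescence was read kinetically at 0 and 10 min.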
POLK inh: blocks human DNA polymerase kappa activity; Q9UBT6; purified Pol kappa, fluorescent DNA synthesis assay, 10 min; Potency, µM (top dose mostly 107 µM), without a hit: top-dose activity, negative = inhibition, most hits filed as inhibitors; 400,000 tested, 0.53% active; AID 588579; also: % is scaled to controls: 0 for no effect and ±100 for the full control effect
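Pol kappa 10 nM + cpd, 15 min RT; start w/ substrate 50 nM final; fluorescence kinetic read, 0 and 10 min. Neg ctrl: buffer, no enzyme.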
BAZ2B block: inhibitors of human BAZ2B bromodomain. AlphaScreen BAZ2B-H3K14Ac peptide displacement. 360,000 tested, 4.4% active. Potency, µM (titrated, usually from 114 µM), without a hit: at the top dose activity change, negative = inhibition, actives largely listed as inhibitors. AID 504333. Q9UIF8; also: % is scaled to controls: 0 for no effect and ±100 for the full control effect; nearly all actives have a fitted effect of over 60% in size
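BAZ2B 50 nM plus b-H3(5-23)K14Ac 50 nM, PBS pH 7.4/0.01% Tween-20, 30 min RT; compound added (max 110 uM), 30 min RT; streptavidin donor/Ni-chelate acceptor beads 10 ug/mL final, 20 min dark; AlphaScreen read.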
* = called active by the depositor; ? = inconclusive; . = no result given; & = joins results of further samples; [ ] = remark or other dose. Calls follow the shape of the dose curve; as a rule, active = well fitted curve in the direction sought with a large enough effect; inconclusive = small, poorly fitted or top-dose-only effect, or another doubt; inactive = no such curve, though single readings can be large; an effect the other way counts as inactive or inconclusive. Potency is read from the fitted curve at half-maximal effect.

SMILES	APE1 inh	JMJD2A Tudor	POLI inh	G9a block	POLB inh	BLM helicase inh	POLH inh	POLK inh	BAZ2B block
CCOC(=O)CC(=O)CSc1nc2ccccc2c(=O)n1CCc1ccccc1	.	25%	-2%	63%[activator][59 µM]	2%	-3%	-6%	-6%[60.1 µM]	-5%
CCOC(=O)N1CCN(C(=O)c2ccc(OCC)cc2)CC1	19%	-8%	11%	.	9%	-11%	-5%	-2%	-10%
COc1ccc(-c2cnc3n2CCCCC3)cc1	2%	-2%	103%[activator]	-16%	23%	2%	-20%	3%	-17%
CCNc1nc(Oc2ccc(OCC(=O)OC)nn2)nc(N2CCOCC2)n1	.	-6%	6%	-1%[59 µM]	-1%	1%	-16%	-18%	-7%
COc1ccc(C(=O)COC(=O)CCN2C(=O)C3C4CCC(C4)C3C2=O)cc1 (stereo not given)	-5%	-7%	4%	7%[59 µM]	27%	-4%	-16%	-5%	-11%
COc1ccc(CNc2nc3c(c(=O)n(Cc4ccc(F)cc4)c(=O)n3C)n2C)cc1	-7%	?	-13%	?	-14%	-7%	-13%	-5%	?
COC(=O)c1ccccc1NC(=O)N1CCN(S(=O)(=O)c2ccc(Cl)cc2)CC1	-3%	-9%	-4%	8%[59 µM]	-2%	1%	-13%	6%	-13%
O=C(O)c1cc(S(=O)(=O)NCCOc2ccccc2)ccc1Cl	39%	2%	38%[activator]	.	.	.	-12%	0%	.
O=C(Nc1ccc(Br)cc1F)c1ccc2nc(CCc3ccccc3)oc2c1	.	-31%	?	17%[59 µM]	-1%	-2%	0%	-10%[60.1 µM]	-3%
O=[N+]([O-])c1cc(-c2csc(NC(CO)c3nc4ccccc4n3CCOCCO)n2)ccc1Cl (stereo not given)	.	?	17%	.	.	.	-9%	1%	.
COc1ccc(C(=O)Nc2cc(C(=O)c3ccccc3)c(C)oc2=O)cc1	-8%	?	40%[activator]	8.9µM*	38%	-4%	7%	-9%	?
O=C(NCC(=O)N1CC(O)CC1C(=O)N1CC(O)CC1C(=O)OCc1ccccc1)OCc1ccccc1 (stereo not given)	17%	-15%	5%	8%	7%	-2%	-14%	-10%	-1%
O=C1CSC(=S)N1c1ccc(O)cc1	3%	-2%	?	.	10%	0%	-19%	-28%	?
O=C(Nc1cc(C(F)(F)F)ccc1Cl)c1ccc(NC(=O)C(F)(F)F)cc1	-4%	-21%	51%[activator]	-8%[59 µM]	4%	-8%	-5%	-17%	6%
CCOC(=O)C(CCc1ccccn1)c1ccccc1 (stereo not given)	.	-4%	57%[activator]	.	.	.	2%	-14%	.
Cc1cc(C)cc(NS(=O)(=O)c2ccc3[nH]cc(C(=O)NCCc4ccccc4)c(=O)c3c2)c1	.	-9%	-1%	-9%[59 µM]	2%	-3%	-6%	5%	.
CC(C)C(=O)Nc1ccc2c(c1)C(=O)NC2=O	4%	-4%[11.4 µM]	102%[activator]	-6%	-1%	-4%	-7%	-8%	-3%
CC1CCc2cc(F)ccc2N1C(=O)C1(C)CC1(Cl)Cl (stereo not given)	1%	7%	7%	-4%[2.33 µM]	5%	-1%	-5%	-8%	-5%
COC(=O)c1cc(S(=O)(=O)NCc2ccccc2)c[nH]1	26%	-3%	27%	-5%	21%	-1%	-10%	13%	0%
COc1ccc(NC(=O)CN2C(=O)c3ccccc3S2(=O)=O)cc1OC	13%	-9%	11%	21%	40%	3%	2%	-9%	9%
CC(=O)c1ccc(N(C(=O)CNC(=O)c2cccs2)C(C(=O)NCC2CCCO2)c2ccccc2)cc1 (stereo not given)	2%	-10%	35%[activator]	23%	50%	-2%	-8%	-4%	-21%
CC(=O)c1cccc(OCc2cc(C(=O)N(C)CCC3CCOCC3)no2)c1	28%	11%	34%[activator]	45µM*	15%	0%	-11%	-5%	-3%[57.1 µM]
Cc1ccc(NCc2nnc(SCC(=O)Nc3cc(C)on3)n2C)cc1	4%	-18%	7%	14%[59 µM]	-2%	0%	-13%	-9%	-5%
C/C(=C\c1cccc(Br)c1)C(=O)c1c(C)cc(C)[nH]c1=O	4%	-9%	-10%	17%[2.33 µM]	27%	-2%	-1%	3%	-2%
O=c1cc(CN2CCN(c3ccccc3F)CC2)c2cc3c(cc2o1)CCCC3	8%	-24%	17%	-9%[59 µM]	12%	-6%	4%	7%	-6%
C#Cc1ccc([C@H]2C=C(C(=O)OCC=C)O[C@@H](OCCCCO)C2)cc1	.	-35%	56µM*	.	.	.	32µM*	?	.
NS(=O)(=O)c1ccc(CCNC(=O)c2nc(CS(=O)(=O)c3ccc(Cl)cc3)no2)cc1	4%	-24%	-7%	25%[59 µM]	39%	2%	1%	0%	-19%
CSc1nc(Oc2ccc3ccccc3c2)c2ccccc2n1	5%	49%[activator]	12%	0%[59 µM]	4%	-5%	-19%	0%	129%[activator]
COc1ccc2cc(CN(CCc3ccccc3)Cc3nnnn3Cc3ccco3)c(=O)[nH]c2c1	-9%	-35%	?	?	-24%	-6%	-10%	?	?
CC(C)C(NS(=O)(=O)c1cccs1)C(=O)NCCN1CCN(c2ccccc2)CC1 (stereo not given)	-4%	-25%	-3%	10%	25%	-1%	-7%	-12%	4%

Single records, from the list above. Order of values: APE1 inh | JMJD2A Tudor | POLI inh | G9a block | POLB inh | BLM helicase inh | POLH inh | POLK inh | BAZ2B block
CC(C)C(NS(=O)(=O)c1cccs1)C(=O)NCCN1CCN(c2ccccc2)CC1 (stereo not given) as listed: -4% | -25% | -3% | 10% | 25% | -1% | -7% | -12% | 4%
CSc1nc(Oc2ccc3ccccc3c2)c2ccccc2n1 as listed: 5% | 49%[activator] | 12% | 0%[59 µM] | 4% | -5% | -19% | 0% | 129%[activator]

Other results:
SMILES	APE1 inh	JMJD2A Tudor	POLI inh	G9a block	POLB inh	BLM helicase inh	POLH inh	POLK inh	BAZ2B block
COc1ccc(C2C(C(=O)N3CCOCC3)CCC(=O)N2c2cc(OC)c(OC)c(OC)c2)cc1 (stereo not given)	11%	-3%[57.1 µM]	-4%	-5%[59 µM]	40%	-9%	-13%	5%	1%
CC1Cc2ccccc2N1C(=O)CSc1nc2ccccc2n1CC(=O)N1CCOCC1 (stereo not given)	7%	-3%	-5%	-2%[59 µM]	24%	2%	-6%	-11%	12%
Cc1ccc(C)c(/C=N/n2cc(-c3ccccc3)[nH]c2=S)c1	-4%	?	74%[activator]	4µM*	8%	-4%	-17%	-1%	-38%
CCCCOC(=O)c1ccc(OC(=O)N2CCOCC2)cc1	9%	-1%	2%	23%	43%	-1%	-13%	7%	-5%
CC(Oc1ccccc1)C(=O)OCC(=O)N1CC(=O)Nc2ccccc21 (stereo not given)	12%	1%	91%[activator]	10%	-1%	-2%	-4%	4%	-14%
CCOc1ccc(CN2CCN(Cc3cccn3-c3cccnc3)CC2CCO)cc1 (stereo not given)	2%	-26%	33%[activator]	?	-1%	0%	-19%	5%[60.1 µM]	?
CCn1cc(S(=O)(=O)c2cc(C)cc(C)c2)c(=O)c2cc(F)c(N3CCC(C)CC3)cc21	.	-23%	4%	-2%[59 µM]	2%	-12%	-13%	-14%	-2%
Cc1ccc(CS(=O)(=O)CC(C)(O)c2ccccc2)cc1 (stereo not given)	-4%	-1%	11%	-36%	20%	-11%	-23%	4%	7%
Cc1ccc(NC(=O)/C(=C\c2ccc3c(c2)OCO3)NC(=O)c2ccco2)cc1	0%	-22%	-6%	13%[12.7 µM]	30%	-5%	3%	-6%	2%
Cc1ccsc1/C=C1/SC(=O)N(CC(=O)N2CCOCC2)C1=O	-4%	-2%	6%	13%	-15%	3%	-18%	-6%	-24%
Cc1cc(C)c(NC(=O)CN(C)CC(=O)N(C)CC(=O)Nc2c(Cl)cccc2Cl)c(C)c1	8%	-6%	31%[activator]	?	.	.	-8%	10%	-1%
COc1cccc(-c2nn(C)c3sc(C(=O)NCc4ccccn4)cc23)c1	-2%	-13%	-1%	9%[12.7 µM]	-7%	-4%	5%	-5%	-12%
CC(C)(C)OC(=O)NCCCC[C@H](NC(=O)c1[nH]cnc1C(=O)Nc1ccc(Cl)cc1)C(=O)OC(C)(C)C	7%	-26%	8%	21%[59 µM]	-4%	-17%	-18%	-19%	1%
O=C1C(Cl)=C(N2CCCCC2)C(=O)N1c1ccccc1	-4%	78%[activator]	15%	?	1%	1%	-15%	-5%	5%
CC1CN(C(=O)COc2coc(CN3CCc4ccccc4C3)cc2=O)CC(C)O1 (stereo not given)	-4%	-1%	106%[activator]	45µM*	.	.	-20%	-2%	-4%
COC(=O)c1ccc(/C=C2\SC(=S)N(CCCC(=O)NCCCN3CCOCC3)C2=O)cc1	-1%	-33%	53%[activator]	?	30%	0%	-17%	-3%	?
COc1ccccc1C1CCN(c2ccc([N+](=O)[O-])cn2)CC1	4%	-17%	42%[activator]	-8%	23%	-5%	-21%	-2%	-21%
CC(=O)NC1C(=O)N(CCN2CCOCC2)c2ccc(F)cc21 (stereo not given)	7%	22µM*	?	32µM*	92%	-5%	?	3%	10µM*
CC[C@H]1c2[nH]c3ccc(C(C)C)cc3c2[C@@H]2CCN3C(=O)CCC[C@H]1[C@H]23	.	-24%	?	.	.	.	-25%	3%&-24%	.
Cc1ccc(/C=N/NC(=O)c2ccoc2C)o1	1%	-15%	22%	19%[59 µM]	21%	-9%	-2%	-1%	1%
CCn1c(COc2ccccc2C)nnc1SCc1nc2ccccc2c(=O)[nH]1	-3%	.	.	15%	0%	-1%	.	.	-3%
Cc1cc(C)n(-c2cc(N3CCN(C(=O)c4ccc(C(C)(C)C)cc4)CC3)ccc2[N+](=O)[O-])n1	6%	?	2%	?	28%	-11%	-18%	-3%	?
COc1ccc(-c2ccc(SCC(=O)N3CCOCC3)nn2)cc1	-1%	-4%	-2%[58.9 µM]	-33%	1%	-2%	-6%	2%	14%
Fc1ccc(NCc2nnc3n2CCCCC3)cc1	-1%	-10%	33%	1%	0%	-2%	-20%	1%	0%
C[C@@]12C(=O)Nc3ccc(F)cc3C(=O)N1[C@H]1c3cc(Cl)ccc3OC[C@@H]1[C@@H]2c1ccccc1	16%	-32%	14%	.	.	.	0%	-7%	.
O=C(Nc1ccccc1)c1ccccc1NC(=O)C(F)(F)F	1%	5%	9%	8%[12.7 µM]	0%	-4%	-3%	-8%	13%

An excerpt (hit frequency here may not be typical).
